IDE act – boosts human insulin-degrading enzyme activity in HEK cells | FAbeta-B cleavage, fluorescence polarization; 0% vehicle, 100% cell-free pure enzyme wells | activation, % at 5.96 µM | actives 0.073% (n = 340,000);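 active means activation above the mean of all tested compounds plus 3 SD, set per screening campaign, cut at about 17% in these data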
p-CIP stab down – p/CIP protein destabilization. Q05BA5. F442A p/CIP-EGFP cells, EGFP fluorescence, 16 h. actives 0.01% (n = 290,000). decrease of EGFP signal, % at 10 µM;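 active means EGFP signal decrease of at least 30% at 10 µM or well 3 SD below plate mean, unless failing retest; inactive means the rest, including hits failing retest or dose response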; further: some compounds called inactive have numbers as strong as hits; many of its hits are not listed in these tables
IDE inh – inhibits human insulin-degrading enzyme in HEK cells; inhibition, % at 5.59 µM; AID 434962; actives 0.41% (n = 320,000); FAbetaB cleavage, fluorescence polarization; P14735;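 active means percent inhibition above the average of all tested compounds plus 3 SD, set per screening campaign, cut at about 16% in these data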;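 further: IDE supplied by intact live HEK cells; FP after avidin binding of uncleaved biotin substrate so inhibition keeps polarization high; 0% = DMSO wells and 100% = 60 µM reference IDE inhibitor Ii1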
NALP1 inh – blocks the NALP1 inflammasome reconstituted in yeast; actives 0.61% (n = 280,000); S. cerevisiae NALP1/ASC/caspase-1 growth, X-gal OD620, 72 h; inhibition, % at 10 µM; in the data active means inhibition mostly above about 24%, no sharp cut-off; inactive means mostly below about 32%; further: some compounds called inactive have numbers as strong as hits
PHOSPHO1 inh – blocks human PHOSPHO1 phosphatase activity. recombinant PHOSPHO1, absorbance phosphatase assay. inhibition, % at 13.3 µM. actives 1.1% (n = 290,000); in the data active means inhibition above about 60%
Target sequence (Q8TCT1 whole entry, looked up): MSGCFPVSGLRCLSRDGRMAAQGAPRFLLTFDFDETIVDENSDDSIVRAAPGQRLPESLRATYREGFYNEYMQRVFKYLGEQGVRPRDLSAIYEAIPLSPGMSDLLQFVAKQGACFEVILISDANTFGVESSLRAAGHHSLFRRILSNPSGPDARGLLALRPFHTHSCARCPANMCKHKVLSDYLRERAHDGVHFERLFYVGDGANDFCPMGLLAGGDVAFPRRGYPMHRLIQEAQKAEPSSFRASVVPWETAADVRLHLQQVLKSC
IMP-1 inhibitor – inhibitors of Pseudomonas aeruginosa IMP-1 metallo-beta-lactamase; purified IMP-1, nitrocefin hydrolysis, epi-absorbance fluorescence; inhibition, % at 5.6 µM; actives 0.45% (n = 290,000); AID 1556;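 active means inhibition above the mean plus 3 SD of all compounds in the same screening run, cut at about 4.5% in these data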;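 further: 0% = IMP-1 with DMSO and 100% = DMSO wells lacking enzyme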
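Assay system: purified recombinant IMP-1 beta-lactamase. Input: IMP-1 0.2 nM before substrate addition. Buffer or medium: Zinc- and detergent-supplemented HEPES buffer, pH 7.1. Schedule: 25 °C, 15 min preincubation, 25 min reaction. Signal: Epi-absorbance fluorescence, 480 nm excitation, 530 nm emission. Evaluation: percent inhibition from optical density relative to buffer-blank wells.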
PfM18AAP inh – PfM18AAP enzyme inhibition; recombinant PfM18AAP, H-Glu-NHMec fluorogenic cleavage; actives 1.2% (n = 290,000); inhibition, % at 7.35 µM; AID 1822;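 active means inhibition above the campaign mean inhibition over all tested compounds plus 3 SD, cut at about 28% in these data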;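 further: 0% = plate median of test compound wells and 100% = 2 mM ZnCl2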
VIM-2 inhibitor – blocks Pseudomonas aeruginosa VIM-2 metallo-beta-lactamase | purified VIM-2, nitrocefin hydrolysis, epi-absorbance fluorescence | actives 0.89% (n = 290,000) | inhibition, % at 5.6 µM | AID 1527;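 active means inhibition above the mean of all tested compounds plus 3 SD, cutoff set per screening run, cut at about 7.5% in these data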;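 further: red hydrolysis product quenches plate fluorescence so inhibitors raise well fluorescence; 0% = enzyme with DMSO and 100% = DMSO without enzyme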
GPR7 antagonist – blocks human GPR7 receptor signaling | P48145 | GPR7-expressing cells, fluorescence antagonist assay | inhibition, % at 4.4 µM | actives 1.1% (n = 290,000) | AID 1861; in the data active means inhibition above about 16%, passing the limit was not always enough;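 further: cells stimulated with the agonist NPW; 0% = agonist with vehicle and 100% = vehicle without agonist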
Target sequence (P48145 whole entry, looked up): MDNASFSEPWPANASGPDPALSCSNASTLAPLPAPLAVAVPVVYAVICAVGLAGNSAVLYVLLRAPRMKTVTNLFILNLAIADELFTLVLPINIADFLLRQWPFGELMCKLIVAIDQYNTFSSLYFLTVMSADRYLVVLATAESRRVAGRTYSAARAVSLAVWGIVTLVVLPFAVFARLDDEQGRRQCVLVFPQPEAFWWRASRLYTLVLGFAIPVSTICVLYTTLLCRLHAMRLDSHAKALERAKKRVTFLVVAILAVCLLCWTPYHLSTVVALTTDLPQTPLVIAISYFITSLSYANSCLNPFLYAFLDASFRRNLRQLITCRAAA
Active calls of the source: *; nt = not tested or not shown.

SMILES	IDE act	p-CIP stab down	IDE inh	NALP1 inh	PHOSPHO1 inh	IMP-1 inhibitor	PfM18AAP inh	VIM-2 inhibitor	GPR7 antagonist
CCC(C)Cn1c(O)cc2nn(-c3nc4ccccc4s3)c(=O)c-2c1C (stereo unspecified)	8	-2	-5	nt	34	-3.6	3	-3.5	-15
C=CC[C@H]1Cc2c(cccc2[N+](=O)[O-])[C@H](CC=C)N1	9	2	-1	-8	-3	-1.3	7	0.8	-16
O=C(NCC1(c2ccccc2)CCCC1)C1(c2ccccc2)CCCC1	5	0	6	-78	21	-0.7	2	-1.6	-8
COc1ccc(OCC(=O)Nc2ccccc2C(=O)N2CCCC2)cc1	3	5	-2	3	14	-3.8	-2	-1.3	11
CC(=O)Nc1ccc(S(=O)(=O)Oc2ccc(/C=N/NC(=O)c3ccc(Cl)cc3)cc2)cc1	4	-11	3	-10	14	-2.9	1	0.1	-2
CCN(CC)CCSc1nc2ccccc2n1Cc1ccccc1	3	-4	9	26	24	-5.5	-8	-2.1	4
CC(C)(C)NC(=O)CN(C(=O)C1CSC(=O)C1)c1ccc2c(c1)OCCO2 (stereo unspecified)	-1	-7	-3	17	46	-3.0	3	-0.5	0
O=C(Nc1cc(Cl)ccc1N1CCOCC1)c1cnccn1	2	-12	6	-1	2	-3.6	4	-1.6	-13
Cn1c(SCC(=O)Nc2cc(C(C)(C)C)nn2-c2ccccc2)nc2ccccc21	3	10	2	21	-14	-2.1	1	-3.8	-21
CC(Oc1cc2oc(=O)c3c(c2cc1Cl)CCC3)C(=O)NCc1ccccn1 (stereo unspecified)	-1	-4	4	3	35	-3.4	3	12*	-12
S=c1[nH]nc(-c2ccc(Cl)cc2)n1Cc1ccccc1	-4	-20	9	-4	-1	-3.2	20	-1.7	-6
O=C(O)C1CSC(c2ccc3c(c2)OCO3)N1 (stereo unspecified)	6	12	2	nt	19	-0.7	25	-3.3	-10
Cc1ccc(-c2cn(-c3ccccc3)c(SCC(N)=O)n2)cc1C	0	-15	4	19	-28	-3.6	0	-2.1	6
CC(CSc1nnnn1-c1ccccc1)Cn1c(N2CCCC2)nc2c1c(=O)[nH]c(=O)n2C (stereo unspecified)	0	-5	-2	4	1	-2.8	-5	-0.9	1
CC(C)NC(=O)c1ccc(N(Cc2ccc(Cl)cc2)S(C)(=O)=O)cc1	-2	-1	2	11	24	0.4	-7	-0.4	-1
CSC1=NCCN1S(=O)(=O)c1ccccc1	-2	0	2	5	48	-3.2	-1	-2.6	-13
CC(=O)N(Cc1ccccc1)c1ncc2c(n1)c(=O)c(C#N)c1ccccn12	8	-4	-4	7	17	-3.2	-1	0.0	6
Cc1ccc(/C=N/NC(=O)c2ccccn2)s1	-4	-7	2	22	7	-1.0	1	0.6	6
CN(C)c1ccc2nc3c(=O)[nH]c(=O)nc-3n(CC(O)C(O)C(O)CO)c2c1 (stereo unspecified)	-4	-34	3	21	14	-3.1	-1	-0.2	4
CN(C)S(=O)(=O)N1CCC(CO)(CCc2ccccc2)CC1	-1	-11	8	-6	34	-3.3	0	-1.6	-3
O=C(O)CCCCC1CCSS1 (stereo unspecified)	3	3	2	1	-75	-0.2	-11	1.5	-4
Nc1c(C(=O)OCC2CCCO2)c2nc3ccccc3nc2n1C1CCCCC1 (stereo unspecified)	5	1	0	12	4	-2.8	-2	-1.4	-7
CN(C)c1cccc(C(=O)N/N=C/c2ccsc2)c1	0	-4	0	22	-19	-0.1	2	-1.8	-10
Cc1ccc2nc(N3CCN(C(=O)CCCC(=O)O)CC3)nc(-c3ccccc3)c2c1	-7	-20	-1	7	31	-1.5	16	0.9	-9
O=C(NC1CCCC1)C1CCCN1S(=O)(=O)c1cccc2cccnc12 (stereo unspecified)	5	-3	-1	-17	-12	-3.8	0	-2.0	13
Cc1nc(N2CCc3ccccc3C2)[nH]c(=O)c1CCC(C)C	9	0	5	-45	-26	-3.4	-9	-3.6	0
COCC(C)N=C1NN=C(c2c[nH]c3ccccc23)CS1 (stereo unspecified)	2	-38	2	6	-7	-2.4	5	-4.4	-6
CCOC(=O)c1c(NC(=O)CCN2C(=O)c3cccc([N+](=O)[O-])c3C2=O)sc(C(=O)OC(C)C)c1C	5	8	9	36	-10	-2.9	-10	-0.9	-15
CCOC(=O)C1=C(C)NC(=O)NC1c1ccc(OCCO)c(OC)c1 (stereo unspecified)	-4	-3	3	-10	-11	-2.1	1	-1.1	4
COC(=O)c1ccc(NC(=O)NS(=O)(=O)c2ccc(C)cc2)cc1	1	11	-3	-2	7	-2.9	4	-2.4	3
CCN(CC)c1ccc2cc(S(=O)(=O)c3ccc(C)cc3)c(=O)oc2c1	-13	0	0	27	6	-3.9	-8	0.6	-6
CCN(CC)c1ccc(S(=O)(=O)Nc2cc(Cl)ccc2Cl)cc1NC(=S)NC(=O)C1CCCC1	5	-7	-2	26	-12	-4.7	4	-3.0	-38
CC(=O)c1ccc(NC(=O)C2C3C=CC(O3)C2C(=O)O)cc1 (stereo unspecified)	0	0	6	16	5	-5.2	-3	-1.7	9
O=c1c2ccccc2c(/C=N/c2nnc(Cc3ccccc3)s2)c(O)n1-c1ccc(Cl)cn1	2	-5	0	40	-8	-3.5	6	-4.7	-16
CC(C)c1ccc(COc2ccc(C(=O)N3CCOCC3)cc2)cc1	0	-15	3	14	37	-4.4	4	-5.2	-4
OCCNc1nc(Nc2ccccc2)nc2ccccc12	4	3	3	6	-3	-3.6	4	-0.8	-1
COc1cccc(-c2nnc(NC(=O)c3ccccc3Br)o2)c1	-7	3	-2	14	4	nt	nt	nt	nt
COc1cccc(CN2CCN(Cc3cc(OC)c(OC)cc3[N+](=O)[O-])CC2)c1	0	-19	3	1	28	-2.2	21	-3.4	-10
CCOC(=O)CSc1ccc(S(=O)(=O)N2CCCC2)cc1[N+](=O)[O-]	2	-3	4	-13	-13	-3.4	9	-2.5	0
O=C(Nc1ccnn1C1CCN(CCCC2CCCC2)CC1)c1ccccc1Cl	-1	-4	0	16	33	-1.0	-6	-1.4	-10
Nc1nc(SCC(=O)NCCOCCO)nc2sc3c(c12)CCCC3	4	1	0	-4	-34	-1.6	9	-3.6	-3
c1ccc(-c2nnnn2CCOCCn2nnnc2-c2ccccc2)cc1	2	-8	0	8	-7	-3.4	7	-4.3	2
C#CCOCCOCCOCCNc1nc(N2CCN(C(=O)[C@H](Cc3ccc(O)cc3)n3cc([C@@H](N)C(C)CC)nn3)CC2)nc(N2CCN(C(=O)[C@H](CCCCN)n3cc([C@@H](N)CC(C)C)nn3)CC2)n1 (stereo partly specified)	nt	-2	4	3	26	0.5	3	0.4	3
CCC(=O)N1CCN(c2ccc(NC(=S)NC(=O)COc3ccccc3)cc2)CC1	6	-8	6	8	2	0.0	2	-0.4	-10
CC(C)(C)n1nnnc1C(c1ccc(F)cc1)N(Cc1ccc(F)cc1)Cc1ccco1 (stereo unspecified)	3	-6	1	33	10	-1.6	-7	-1.4	17
CC1CCC(C(C)C)C(OCC(O)C[N+]2(C)CCCCC2)C1 (stereo unspecified)	-1	6	0	-2	5	0.2	2	0.3	9
Cc1[nH]c2ccccc2c1C(=O)CSc1n[nH]c(N)n1	1	4	-3	2	-23	-1.5	10	0.7	15
COCCN(CC(=O)Nc1ccccc1)S(=O)(=O)c1ccc(S(=O)(=O)N2CCCC2)cc1	3	-9	6	-11	24	-2.5	-7	-0.8	1
O=C(O)CCc1c(C(=O)O)[nH]c2ccccc12	-5	1	8	13	23	-2.3	1	-1.9	-20
O=c1c2c3nc4ccccc4nc3n(-c3ccc4c(c3)OCCO4)c2ncn1C1CCCC1	5	-3	-2	10	-8	nt	nt	nt	nt
COc1ccc(C(=O)N/C(=C\c2cn(S(=O)(=O)N(C)C)c3ccccc23)C(=O)NCCCN2CCOCC2)cc1	-1	-12	3	17	40	-1.0	1	-5.3	-5
CN(C(=O)c1cc2c(s1)-c1ccccc1S(=O)(=O)C2)c1ccccc1	2	2	7	nt	12	-1.2	1	0.8	-3
CCC(CC)c1ncc[nH]1	-1	-6	-1	-68	35	-1.9	-3	-2.3	-9
Cn1ccnc1SCC(=O)Nc1ccc2nc(SCC(=O)NC3CC3)sc2c1	nt	-4	4	8	24	-1.6	14	13*	-1
CN1CCC(=NNC(=O)C(=O)NC2CCCC2)CC1	3	-10	4	-4	-5	-5.1	7	-3.2	-4
CCN1CCc2c(sc(NC(=O)C3COc4ccccc4O3)c2C(N)=O)C1 (stereo unspecified)	3	-2	2	-44	38	-2.3	5	-1.2	1
COc1ccc(N2CCN(C(=O)Cn3nnc(-c4cccs4)n3)CC2)cc1	2	-22	3	11	24	1.9	6	0.8	-9
Cc1nnc(SCC(=O)N(C)C2CCCCC2)s1	7	-9	-4	-8	45	-1.4	-1	-4.5	-10
O=C(NCc1ccc(N2CCCC2=O)cc1)c1cn(CCc2ccccc2)nn1	6	-5	6	28	15	-2.2	-4	-0.6	-7
COc1ccc(C2/C(=C(\O)c3cc(C)ccc3C)C(=O)C(=O)N2CCN(C)C)cc1OC (stereo unspecified)	-3	-7	-3	4	-42	-2.2	10	-2.5	-6

Already shown: 3 of the compounds above.
SMILES	IDE act	p-CIP stab down	IDE inh	NALP1 inh	PHOSPHO1 inh	IMP-1 inhibitor	PfM18AAP inh	VIM-2 inhibitor	GPR7 antagonist
Nc1nc(SCC(=O)NCCOCCO)nc2sc3c(c12)CCCC3	4	1	0	-4	-34	-1.6	9	-3.6	-3
c1ccc(-c2nnnn2CCOCCn2nnnc2-c2ccccc2)cc1	2	-8	0	8	-7	-3.4	7	-4.3	2
C#CCOCCOCCOCCNc1nc(N2CCN(C(=O)[C@H](Cc3ccc(O)cc3)n3cc([C@@H](N)C(C)CC)nn3)CC2)nc(N2CCN(C(=O)[C@H](CCCCN)n3cc([C@@H](N)CC(C)C)nn3)CC2)n1 (stereo partly specified)	nt	-2	4	3	26	0.5	3	0.4	3

Other records
SMILES	IDE act	p-CIP stab down	IDE inh	NALP1 inh	PHOSPHO1 inh	IMP-1 inhibitor	PfM18AAP inh	VIM-2 inhibitor	GPR7 antagonist
C=CCn1c(SC)nnc1-c1cccc([N+](=O)[O-])c1	2	4	6	33	-3	-1.6	-5	-1.9	-5
O=c1[nH]c(CSc2nnc(Cc3ccccc3)o2)nc2ccccc12	-4	12	-3	6	4	-3.3	1	-2.4	4
O=C(OCC(=O)N1CCCCC1)c1ccccc1SCC(=O)N1CCCCC1	2	-10	-1	1	2	-0.8	14	4.9	11
COc1ccc(/C(C)=N/N=C2/NC(=O)CC(C(=O)O)S2)cc1 (stereo unspecified)	7	6	3	20	-1	-2.6	2	-1.6	-4
CN(CCCNC(=O)CN1C(=O)CC(C)(C)S(=O)(=O)c2ccccc21)C1CCCCC1	5	-60	0	7	20	-4.8	1	-6.8	-6
OCc1n[nH]c(CO)n1	-3	-1	-1	8	-52	-1.3	5	-3.2	-6
O=C(Nc1cc2nn(-c3ccccc3)nc2cc1Cl)c1ccco1	3	-4	5	12	21	-2.2	0	-2.8	-18
O=C(CCCN1C(=O)c2cccc3cccc(c23)C1=O)N1CCN(c2ccccc2O)CC1	-3	-10	5	40	-10	-1.6	7	0.6	-11
CCOC(=O)c1[nH]ncc1CN1CCCC(C(=O)c2ccc(OC)cc2C)C1 (stereo unspecified)	0	11	6	7	24	-2.4	4	-3.6	-15
COc1cccc(CNc2ncn[nH]2)c1OCc1ccccc1F	-5	-2	-1	5	-5	-1.7	4	0.0	-9

Screening data (PubChem BioAssay)
